MrgX1 antagonist: antagonists of human MrgX1 receptor; Q96LB2; MRGX1-HEK293 calcium flux, Fluo-4, BAM8-22 antagonism; hits give low values; B-score at 10 µM; actives 1.3% (n = 310,000);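 active means calcium-response B-score plate-corrected more than 3 library SD below zero, starting fluorescence within 5 deviations, no agonist response on first addition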;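 further: peak minus trough fluorescence over baseline after final BAM8-22 challenge near maximal dose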
Target sequence (Q96LB2 whole entry, looked up): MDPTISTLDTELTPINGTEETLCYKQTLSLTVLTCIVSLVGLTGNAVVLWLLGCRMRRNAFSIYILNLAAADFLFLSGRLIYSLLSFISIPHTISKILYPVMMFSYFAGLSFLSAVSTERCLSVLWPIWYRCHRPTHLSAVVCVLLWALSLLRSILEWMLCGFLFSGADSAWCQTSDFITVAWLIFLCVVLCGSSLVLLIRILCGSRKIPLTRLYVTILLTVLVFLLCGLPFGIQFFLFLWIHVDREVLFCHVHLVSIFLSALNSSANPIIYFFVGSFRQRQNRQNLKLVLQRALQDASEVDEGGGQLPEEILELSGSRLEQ
MrgX1 ag: human MrgX1 receptor agonism, primary screen; MrgX1-HEK293 cells, Fluo-4 calcium fluorescence, agonist mode; hits give high values; actives 0.44% (n = 310,000); Q96LB2; B-score at 10 µM;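 active means calcium response B-score plate-corrected fluorescence ratio at least 3 library SD, with starting fluorescence B-score inside 5 SD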
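Material: HEK293 cells stably expressing human MrgX1 receptor | Quantity: 15,000 cells per well | Times: Cells plated overnight, dye loaded 0.5 h 37 °C, 0.5 h room temperature | Measured by: Kinetic Fluo-4 NW fluorescence of intracellular calcium | Control set: Positive and negative controls per plate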
TRPC6 act: activates the mouse TRPC6 cation channel; AID 2550; B-score at 10 µM; Q61143; actives 0.13% (n = 310,000); HEK293-TRPC6 membrane potential dye fluorescence; hits give high values;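 active means B-score of the integrated fluorescence ratio above library mean plus 3 SD, and starting fluorescence ratio within library mean plus 5 SD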;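 further: higher score means more depolarization so channel activation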
HIF act: HIF pathway transcriptional activation. U2OS HRE-luciferase reporter, luminescence; normalized: DMSO 0%, desferrioxamine 100%. activation, % at 7.5 µM (by protocol). actives 0.32% (n = 300,000). AID 1910;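 active means mean activation of at least 10% of the iron chelator positive control signal, with at least half of replicates also reaching 10%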
AI-2 QS modul: modulators of Vibrio harveyi AI-2 quorum sensing system | activity change, % at 7.5 µM | AID 2094 | Vibrio harveyi JMH597 AI-2 luminescence/OD600 ratio, 9 h; hits give low values; strain lacks LuxN and CqsS sensors; 0 = neutral-control median | actives 0.4% (n = 300,000); in the data active means activity change below about -75%, passing the limit was not always enough;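 further: luminescence divided by OD600 gain over 9 h not by final OD600 alone; inactives centre near 13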
TRPC6 inhibitor: mouse TRPC6 channel inhibition; Q61143; HEK293-TRPC6, membrane potential dye, ACh-evoked depolarization; hits give low values; AID 2553; B-score at 10 µM; actives 1.1% (n = 310,000);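 active means B-score under library mean minus 3 SD, initial fluorescence not abnormally high, positive integrated signal ratio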;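 further: B-score derived from integrated fluorescence ratio over the kinetic read; more negative B-score means stronger inhibition of depolarization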
TRPC4 PAM: allosterically enhances the mouse TRPC4 cation channel; Q9QUQ5; HEK293 TRPC4beta/mu-opioid, DAMGO EC20, Fluo-4 Ca2+ flux; hits give high values; B-score at 10 µM; actives 0.42% (n = 310,000);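 active means B-score of calcium response area above 5 SD of library B-scores, with initial fluorescence ratio within 5 SD of library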;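 further: B-score of integrated fluorescence ratio over time as area under calcium response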
MrgX1 PAM: human MrgX1 positive allosteric modulation, primary screen; MrgX1-HEK293, Fluo-4 calcium flux, FDSS; hits give high values; B-score at 10 µM; Q96LB2; actives 0.63% (n = 310,000);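 active means plate-corrected calcium response at least 3 library SD above typical, normal starting fluorescence, not activating the receptor alone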;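 further: compound read alongside a low EC10 to EC30 dose of BAM8-22 agonist; peak minus trough fluorescence over baseline measured at the second addition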
TRPC4 act: opens the mouse TRPC4 cation channel; B-score at 10 µM; Q9QUQ5; AID 2237; HEK293 TRPC4beta/mu-opioid, Fluo4 calcium fluorescence; hits give high values; actives 0.49% (n = 310,000);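 active means B-score above 5 SD of library B-scores, and initial fluorescence ratio not above library mean plus 5 SD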;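 further: positive B-score marks a calcium rise read as TRPC4 activation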
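System: HEK293 cells stably co-expressing mouse TRPC4beta and mu-opioid receptor; Schedule: Fluo4 dye loading 45 min at room temperature, 110 s recording; Detection: Fluo4 fluorescence, kinetic; Evaluation: B-scored integrated calcium fluorescence ratio; Controls: buffer (low) and maximal DAMGO (high).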
TRPC4 inh: inhibitors of mouse TRPC4 channel; AID 2247; B-score at 10 µM; Q9QUQ5; actives 0.39% (n = 300,000); HEK293 TRPC4beta/mu-opioid, DAMGO-evoked Fluo4 calcium flux; hits give low values;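 active means B-score over 3 SD under the library average, no early fluorescence shift, positive overall ratio signal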
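Test system – stable TRPC4beta/mu-opioid receptor HEK293 cells · Probe or stimulus – DAMGO, a submaximal dose followed by a maximal one · Dosing – one concentration per compound · Signal – Fluo4 calcium fluorescence by kinetic imaging, 5 s 1 Hz baseline · Evaluation – per-well B score of integrated baseline-normalized Fluo4 ratio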
PolyA inhibitor: yeast polyadenylation inhibition; S. cerevisiae SKY197-pL101 polyadenylation reporter, beta-gal luminescence; efflux-impaired pdr1/pdr3 knockout yeast; score 100 = 6 SD above DMSO; calls only at 12 µM; actives 0.02% (n = 300,000);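 active means lowest replicate activity score at least 50, where 100 means six control SD above control mean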;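 further: yeast exposed to compound for 9 h at 30 °C; higher score means more reporter readthrough which indicates perturbed polyadenylation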
* hit, by the source's call; i = inactive; . = no result given.

Each structure is followed by: MrgX1 PAM, AI-2 QS modul, PolyA inhibitor, TRPC4 PAM, HIF act, TRPC6 act, TRPC4 act, MrgX1 antagonist, MrgX1 ag, TRPC6 inhibitor, TRPC4 inh
#1 CN(CC(=O)NCC(c1ccco1)N1CCCCC1)S(=O)(=O)c1ccc(Cl)cc1 (stereo not drawn)
 : i, 51, i, i, -0.4, i, i, i, i, i, i
#2 Cn1c(=O)c2c(nc(CN3CCc4ccccc4C3)n2Cc2ccccc2F)n(C)c1=O
 : 25*, 13, i, i, 0.4, i, 169*, i, i, i, i
#3 COc1ccc(C2C3=C(CC(C)(C)CC3=O)Oc3ncn(CCCn4ccnc4)c(=N)c32)cc1 (stereo not drawn)
 : i, -1, i, i, -0.2, i, i, i, i, i, .
#4 Cc1c(/C=N/NC(=O)c2ccc(Br)o2)cnn1C
 : i, 23, i, i, 0.0, i, i, i, i, i, i
#5 Cc1ccc(S(=O)(=O)NCc2ccc(/C=C(/C#N)C(=O)NCc3ccccc3)o2)cc1
 : i, 15, i, i, 0.1, i, i, i, i, i, i
#6 CC(C)(C)NC(=O)/C(=C/c1cccnc1)NC(=O)c1ccco1
 : i, 26, i, i, 0.0, i, i, i, i, i, i
#7 CCOc1ccc(C(=O)NNC(=O)CCNC(=O)c2ccco2)cc1OC
 : i, 30, i, i, -0.5, i, i, i, i, i, i
#8 CCOC(=O)N1CCN(Cc2cn[nH]c2-c2cc3ccccc3o2)CC1
 : i, 21, i, i, 0.7, i, i, i, i, i, i
#9 COc1ccc2c(c1)CCc1c(C(=O)NCCN3CCOCC3)noc1-2
 : i, 6, i, i, -0.4, i, i, i, i, i, i
#10 O=C(CNS(=O)(=O)c1ccccc1)Nc1ccccc1Br
 : i, 3, i, i, 0.2, i, i, i, i, i, i
#11 COCCCn1c(C)nnc1-c1cnn(-c2ccccc2)c1N
 : i, 42, i, i, -0.2, i, i, i, i, i, i
#12 CCCc1nnc(NC(=O)CSc2nnc(-c3ccco3)n2C)s1
 : i, -2, i, i, 0.0, i, i, i, i, i, i
#13 Cc1ccc(C)c(S(=O)(=O)N2CCCOC2CNC(=O)C(=O)NCc2ccncc2)c1 (stereo not drawn)
 : i, 8, i, i, 0.3, i, i, i, i, i, i
#14 CCOc1ccc2nc(SCC(=O)N3CCN(C(=O)c4ccco4)CC3)sc2c1
 : i, 20, i, i, 0.3, i, i, i, i, i, i
#15 O=c1oc2cc(O)ccc2cc1S(=O)(=O)c1ccccc1
 : i, 69, i, i, -0.5, i, i, i, i, i, i
#16 Cc1ccc(O/C=C2\OC(=O)c3ccccc32)cc1
 : i, 32, i, i, 0.2, i, i, i, i, i, i
#17 Cc1ccc(C)c(SCC(=O)OCC(=O)Nc2ncc(C(F)(F)F)cc2Cl)c1
 : i, 8, i, i, -0.2, i, i, i, i, i, i
#18 CCc1cccc(C)c1NC(=O)C1CC=CCC1C(=O)O (stereo not drawn)
 : i, -1, i, i, 0.0, i, i, i, i, i, i
#19 Cc1ccc(NC2=NC(c3ccc(F)cc3)n3c(nc(C)cc3=O)N2)cc1 (stereo not drawn)
 : i, ., i, i, -0.4, i, i, i, i, i, i
#20 Cc1nn(CC(=O)Nc2nc3ccccc3s2)c(C)c1[N+](=O)[O-]
 : i, 10, i, i, 0.5, i, i, i, i, i, i
#21 CCSc1cc(N2CCCC2)nc(-c2ccc(C)cc2)n1
 : i, 6, i, i, ., i, i, i, i, i, i
#22 CCCOc1ccc(C2NC(=S)NC(c3ccccc3)=C2C(=O)Nc2ccc(C)cc2)cc1OC (stereo not drawn)
 : i, 24, i, i, -0.4, i, i, i, i, i, i
#23 CN(Cc1ccccc1)c1nc(N)c([N+](=O)[O-])c(NCc2ccccc2)n1
 : i, -8, i, i, -0.4, i, i, i, i, i, i
#24 COc1ccc(Nc2ccc(C(N)=O)cc2[N+](=O)[O-])cc1
 : i, 6, i, i, 0.1, i, i, i, i, i, i
#25 COC(=O)NNC(=O)C1CCC(C(=O)NNC(=O)OC)CC1 (stereo not drawn)
 : i, 10, i, i, -0.3, i, i, i, i, i, i
#26 CCOC(=O)c1c(C)[nH]c(C)c1C(=O)CSc1nc2ccccc2c(=O)n1-c1ccc(F)cc1
 : i, 34, i, i, -0.4, i, i, -5.3*, i, i, i
#27 CC(=O)N[C@@H](Cc1c[nH]c2ccccc12)C(=O)OCC(=O)NCc1ccc2c(c1)OCO2
 : i, 11, i, i, -0.3, i, i, i, i, i, i
#28 O=C(CN1C(=O)NC2(CCCCCC2)C1=O)NCc1ccco1
 : i, 37, i, i, -10, i, i, i, i, i, i
#29 COc1ccc(N2CCN(CC(O)COc3cc(C)cc(C)c3)CC2)cc1 (stereo not drawn)
 : i, 31, i, i, -16, i, i, i, i, i, i
#30 O=C(CN1C(=O)NC2(CCCC2)C1=O)Nc1ccc(F)c([N+](=O)[O-])c1
 : i, -18, i, i, -0.3, i, i, i, i, i, i
#31 COCCOC(=O)C1=C(C)NC(=O)NC1c1ccc(Cl)cc1 (stereo not drawn)
 : i, -1, i, i, ., i, i, i, i, i, i
#32 COc1ccc(Br)cc1S(=O)(=O)N1CCN=C1c1ccccc1
 : i, 13, i, i, 0.1, i, i, i, i, i, i
#33 Cc1cc2oc(C(=O)Nc3c(C)n(C)n(-c4ccccc4)c3=O)c(C)c2cc1Cl
 : i, 5, i, i, 1.5, i, i, i, i, i, i
#34 COc1ccc(NC(=O)NC2CCCc3ccccc32)c(OC)c1 (stereo not drawn)
 : i, 7, i, i, -0.2, i, i, i, i, i, i
#35 O=c1[nH]cc(N2CCCCCC2)c(=O)[nH]1
 : i, -6, i, i, -0.8, i, i, i, i, i, i
#36 O=C1c2ccccc2-c2nccnc21
 : i, -5, i, i, -0.6, i, i, i, i, i, i
#37 CCN(CC(=O)Nc1ccc(NC(C)=O)cc1)C(=O)Cc1c(Cl)cccc1Cl
 : i, 16, i, i, -1.0, i, i, i, i, i, i
#38 COc1ccccc1Nc1ncnc2nc[nH]c12
 : i, 9, i, i, -0.2, i, i, i, i, i, i
#39 O=C(NCc1csc(-c2ccccc2)n1)c1cc(F)cc2c1OCOC2
 : i, 3, i, i, 0.5, i, i, i, i, i, i
#40 O=c1[nH]c(NCCO)c(N=Cc2ccccc2)c(=O)[nH]1
 : i, 5, i, i, -0.4, i, i, i, i, i, i
#41 COc1ccc(C=Nc2cccc3c(=O)[nH][nH]c(=O)c23)c2ccccc12
 : i, 3, i, i, 0.6, i, i, i, i, i, i
#42 O=C(NCc1ccncc1)C(=O)NCC(c1ccco1)N1CCN(c2ccc(F)cc2)CC1 (stereo not drawn)
 : i, -7, i, i, -0.9, i, i, i, i, i, i
#43 COc1ccc(C(=O)Nn2cnnc2)cc1
 : i, 7, i, i, -0.6, i, i, i, i, i, i
#44 CC(=O)N1N=C(c2ccccc2)CC1c1ccc(F)cc1 (stereo not drawn)
 : i, 32, i, i, 0.2, i, i, i, i, i, i
#45 CN(CCn1ccnc1)C(=O)CC1C(=O)NCCN1Cc1ccccc1C(F)(F)F (stereo not drawn)
 : i, 9, i, i, ., i, i, i, i, i, i
#46 COc1ccc(CCNS(=O)(=O)c2ccc(-n3cnnn3)cc2)cc1OC
 : i, 13, i, i, 0.2, i, i, i, i, i, i
#47 CC(=O)c1cc2c(cc1NC(=O)c1cnc(C)cn1)OCO2
 : i, 3, i, i, 0.2, i, i, i, i, -11*, i
#48 Cc1cc(C)cc(N2CC(O)=C(c3nc4ccccc4c(=O)[nH]3)C2=N)c1
 : i, 41, i, i, 1.8, i, i, i, i, i, i
#49 CC1CCc2c(sc(/N=C/c3ccco3)c2C(N)=O)C1 (stereo not drawn)
 : i, 22, i, i, 2.9, i, i, i, i, i, i
#50 Cc1cc(C(=O)NCCC(c2ccccc2)c2ccccc2)c(C)o1
 : i, 3, i, i, 0.6, i, i, i, i, i, i

(listing goes on)
Each structure is followed by: MrgX1 PAM, AI-2 QS modul, PolyA inhibitor, TRPC4 PAM, HIF act, TRPC6 act, TRPC4 act, MrgX1 antagonist, MrgX1 ag, TRPC6 inhibitor, TRPC4 inh
#51 CCCC(=O)N=C1SC2CS(=O)(=O)CC2N1c1ccc(C(C)=O)cc1 (stereo not drawn)
 : i, 31, i, i, -0.5, i, i, i, i, i, i
#52 Cc1cc(C)cc(N2C(=O)CC(Sc3ccccc3C(=O)O)C2=O)c1 (stereo not drawn)
 : i, 29, i, i, -0.1, i, i, i, i, i, i
#53 CC12CCC(=O)N1C(C(=O)OCC(=O)Nc1cc(S(=O)(=O)N3CCCCC3)ccc1Cl)CS2 (stereo not drawn)
 : i, 1, i, i, -0.2, i, i, i, i, i, i
#54 COc1cccc(CCNC(=O)c2cc(COc3c(F)cccc3F)on2)c1
 : i, -32, i, i, 0.6, i, i, i, i, i, i
#55 Cc1cc(F)ccc1NC(=O)c1cc(S(=O)(=O)N2CCOCC2)cn1C
 : i, 23, i, i, 0.0, i, i, i, i, i, i
#56 Cc1c(C(=O)NCCN2CCOCC2)sc2nc(-c3ccc(F)cc3)cn12
 : i, 4, i, i, 0.7, i, i, i, i, i, i
#57 Cc1nc(N)sc1-c1csc(NCc2ccccc2)n1
 : i, 5, i, i, 0.1, i, i, i, i, i, i
#58 Fc1ccc(NC(=S)NC2CCN(Cc3ccccc3)CC2)cc1
 : i, -15, i, i, ., i, i, i, i, i, i
#59 COc1ccc(C(=O)Nc2ccc3c(c2)n(C)c(=O)n3C)cc1OC
 : i, 16, i, i, -0.6, i, i, i, i, i, i
#60 Cc1ccccc1NC(=S)NCCc1ccc(S(N)(=O)=O)cc1
 : i, 22, i, i, -3.3, i, i, i, i, i, i
#61 O=C(Nc1ccc2oc(-c3ccccc3Cl)nc2c1)c1cncc(Br)c1
 : i, 5, i, i, 1.1, i, i, i, i, i, i
#62 C#CCOCCOCCOCCNc1nc(N2CCN(C(=O)Cn3cc(CCCCN)nn3)CC2)nc(N2CCN(C(=O)Cn3cc(CC(C)O)nn3)CC2)n1 (stereo not drawn)
 : i, 26, i, i, -1.7, i, i, i, i, i, i

Compound activity deposited in PubChem BioAssay by several laboratories.

These rows are one share of the data. The share of hits here may be higher or lower than overall.
